Assay outcomes deposited in PubChem BioAssay by several laboratories.
NOD2-RIPK2 inh: blocks binding of human NOD2 to RIPK2. O43353. CHO BLA complementation NOD2-RIPK2, CCF4 ratio. inhibition, % at 4.98 µM. 360,000 compounds, 0.38% hits. AID 624267; in the data active = inhibition above about 21%;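 note: 0% = vehicle only and 100% = reference blocker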
ABCB6 inh MLPCN: blocks the human ABCB6 transporter; Q9NP58; fluorescence ratio to DMSO, % at 10 µM; K562-ABCB6 porphyrin accumulation, flow cytometry, 1 h; stronger effect = lower value; 360,000 compounds, 0.19% hits;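 active = fluorescence ratio to DMSO below 75%, the collection mean minus 3 SD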;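 note: signal is porphyrin accumulated inside mitochondria; 100% equals median channel fluorescence of DMSO control wells; lower ratio means ABCB6 inhibition with less porphyrin fluorescence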
NCOA2 inhibitor: inhibits human steroid receptor coactivator 2. HEK293 GAL4-SRC2 luciferase reporter, luminescence. inhibition, % at 9 µM. 370,000 compounds, 0.17% hits. AID 651957;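 active = inhibition above the mean inhibition of all tested compounds plus 3 SD, set per campaign, cut at about 52% in these data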;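 note: 0% = DMSO treated cells and 100% = cells given Gossypol at 36 µM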
MC4R ag barr: human MC4R agonism via beta-arrestin; P32245; U2OS MC4R beta-arrestin complementation, luminescence; percent of melanotan II response, DMSO zero; activation, % at 8.9 µM; 360,000 compounds, 0.98% hits;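 active = activation above a per-plate cutoff, the mean activation of sample wells on that plate plus 3 SD, cut at about 8% in these data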
ABHD5-PLIN5 inh: ABHD5-PLIN5 protein interaction inhibition; Q00G26+Q8WTS1; Split G. princeps luciferase complementation, luminescence, 4 h; inhibition, % at 4 µM; 360,000 compounds, 0.78% hits;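 active = inhibition above the mean inhibition across every tested compound plus 3 SD, cut at about 22% in these data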;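 note: 0% = DMSO only wells and the 100% control is not disclosed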
Glyco luc inh: N-linked glycosylation inhibition. D54 ERlucT glycosylation luciferase reporter, 24 h; percent of 100 nM tunicamycin response. 360,000 compounds, 0.23% hits. reporter increase, % at 12.5 µM;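 active = mean luciferase reporter signal, scaled so untreated is 0 and the glycosylation-blocking control 100, at or above a set limit in every replicate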;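 note: luciferase carries N-glycosylation sites so blocking glycosylation raises the light; 0% = median of neutral control wells and 100% = median of 100 nM tunicamycin wells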
MC4R antag cAMP: human MC4R antagonism in cAMP assay; MC4R-expressing cells, MTII-stimulated cAMP, LANCE TR-FRET; P32245; AID 540295; inhibition, % at 6.5 µM; 360,000 compounds, 0.48% hits;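 active = inhibition above its plate's cutoff, the mean of tested wells on that plate plus 3 SD, cut at about 29% in these data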;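 note: 0% = Melanotan II alone and 100% = Melanotan II plus saturating MCL0020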
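Material – human MC4R-expressing U2OS cells · Repeats – no replicates · Detection – TR-FRET with Eu-cAMP and labeled anti-cAMP, 671 nm · Times – compound 30 min, challenge 1 h, detection 1 h · Compound – single nominal compound dose of 6.5 µM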
TLR9-MyD88 block: blocks human TLR9 binding to MyD88. CHO BLA complementation TLR9-MyD88, CCF4 FRET ratio. 340,000 compounds, 0.21% hits. AID 504734. inhibition, % at 4.98 µM. Q9NR96+Q99836;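 active = inhibition above the mean over all tested compounds plus 3 SD, cut at about 21% in these data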;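 note: 0% = DMSO only wells and 100% = clavulanate BLA inhibitor control wells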
Target sequence (Q99836 whole entry, looked up): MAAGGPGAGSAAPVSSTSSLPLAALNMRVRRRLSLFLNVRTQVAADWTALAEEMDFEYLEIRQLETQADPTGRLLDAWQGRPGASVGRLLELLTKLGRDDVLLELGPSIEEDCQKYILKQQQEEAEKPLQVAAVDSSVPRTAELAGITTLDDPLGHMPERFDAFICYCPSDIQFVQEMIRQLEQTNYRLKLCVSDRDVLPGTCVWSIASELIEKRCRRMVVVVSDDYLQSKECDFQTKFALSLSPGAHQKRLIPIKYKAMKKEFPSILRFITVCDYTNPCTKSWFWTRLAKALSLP
Target sequence (Q9NR96 whole entry, looked up): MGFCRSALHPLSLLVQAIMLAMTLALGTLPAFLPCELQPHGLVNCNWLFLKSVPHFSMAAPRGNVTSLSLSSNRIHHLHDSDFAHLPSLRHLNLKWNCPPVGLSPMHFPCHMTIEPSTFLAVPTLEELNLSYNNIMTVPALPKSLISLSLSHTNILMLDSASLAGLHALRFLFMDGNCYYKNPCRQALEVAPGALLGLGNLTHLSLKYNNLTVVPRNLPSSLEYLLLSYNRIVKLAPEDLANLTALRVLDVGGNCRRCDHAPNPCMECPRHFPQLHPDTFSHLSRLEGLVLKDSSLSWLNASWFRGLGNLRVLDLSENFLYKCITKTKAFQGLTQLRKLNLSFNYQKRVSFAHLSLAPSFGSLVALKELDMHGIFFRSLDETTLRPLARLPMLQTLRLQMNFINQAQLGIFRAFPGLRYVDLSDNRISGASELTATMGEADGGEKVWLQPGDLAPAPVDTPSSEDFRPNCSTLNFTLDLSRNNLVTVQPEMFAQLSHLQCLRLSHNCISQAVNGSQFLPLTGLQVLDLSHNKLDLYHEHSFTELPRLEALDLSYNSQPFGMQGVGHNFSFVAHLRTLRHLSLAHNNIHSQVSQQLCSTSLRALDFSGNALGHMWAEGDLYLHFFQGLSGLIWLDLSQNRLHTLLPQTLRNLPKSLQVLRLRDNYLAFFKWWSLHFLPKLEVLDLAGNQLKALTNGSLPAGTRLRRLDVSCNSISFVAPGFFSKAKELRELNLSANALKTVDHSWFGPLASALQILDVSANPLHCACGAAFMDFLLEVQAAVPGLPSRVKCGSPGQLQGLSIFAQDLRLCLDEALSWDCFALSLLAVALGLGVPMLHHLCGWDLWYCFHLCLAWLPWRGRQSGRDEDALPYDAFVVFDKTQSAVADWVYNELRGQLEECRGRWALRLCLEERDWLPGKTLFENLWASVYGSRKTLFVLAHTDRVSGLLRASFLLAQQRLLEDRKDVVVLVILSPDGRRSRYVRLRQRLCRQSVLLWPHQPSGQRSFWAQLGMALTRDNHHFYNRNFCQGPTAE
Cardio protect: protects H9c2 cardiomyocytes from peroxide injury; protection from H2O2 cell death, % at 20 µM; 360,000 compounds, 0.63% hits; H2O2 injury protection, ATPLite, 2 h;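 active = compounds giving at least 50% protection of heart cells from peroxide-induced death in the single-dose screen, raw or plate-pattern-corrected value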;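 note: 0% = DMSO wells with peroxide and 100% = DMSO wells without peroxide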
m5-HT2A agonist: agonists of mouse serotonin 5-HT2A receptor (HTR2A) | P35363 | CHO-K1 mHTR2A beta-arrestin complementation, luminescence; percent of 30 µM serotonin response | activation, % at 7.6 µM | 360,000 compounds, 0.66% hits;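 active = activation above a run cutoff, the mean activation of all tested compounds plus 3 SD, cut at about 14% in these data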;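 note: 0% = plate median of compound wells and 100% = 30 µM serotonin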
The depositor's hits bear a star; / = no result given. This is a subset; rates above refer to the full screens.

compound,NOD2-RIPK2 inh,ABCB6 inh MLPCN,NCOA2 inhibitor,MC4R ag barr,ABHD5-PLIN5 inh,Glyco luc inh,MC4R antag cAMP,TLR9-MyD88 block,Cardio protect,m5-HT2A agonist
CNS(=O)(=O)c1cn(CC(=O)NCc2ccc(F)cc2)cc1S(=O)(=O)NC,1.2,103.0,-18.8,1.4,-1.1,3.4,11.9,-9.8,-0.2,0.7
CCOc1cc(N2CCOCC2)c(OCC)cc1NC(=O)COC(=O)c1ccc(OC)c([N+](=O)[O-])c1,-7.0,96.0,11.5,-2.1,-1.4,0.8,3.3,3.3,21.6,3.5
O=C(Nc1ncccn1)c1ccc([N+](=O)[O-])o1,-1.4,106.0,-28.1,-0.1,2.0,1.1,-7.1,7.1,-6.5,1.5
Cc1nnc(-c2ccc(N3CCCCCC3)c([N+](=O)[O-])c2)o1,-11.2,88.0,-52.5,-1.8,-3.7,-0.3,7.2,-9.1,5.1,-1.4
O=C(Nc1nccs1)c1ccc([N+](=O)[O-])cc1,-5.9,93.0,-6.2,0.0,-2.7,0.6,5.8,-10.4,-5.5,2.4
CCN(CC)CCCNC(=O)c1cc(-c2ccc(Cl)c(Cl)c2)on1,-13.4,101.0,/,2.1,12.4,0.7,5.2,2.9,7.1,-6.8
Cc1cc2c(c(=O)n1CCCn1ccnc1)C(c1ccco1)C(C#N)=C(N)O2 (configuration not stated),13.4,100.0,3.3,-1.5,12.7,1.2,15.0,-2.5,8.8,0.7
Cc1sc2ncnc(Sc3ccccc3C(=O)Nc3ccc(C#N)cc3)c2c1C,-4.0,100.0,-15.6,2.4,-2.6,-3.2,8.8,-7.6,0.1,-0.4
O=C1C=CC(=O)N1c1ccc2c(c1)Cc1cc(F)ccc1-2,22.7*,95.0,-6.3,-0.3,26.0*,4.5,32.0*,4.3,-20.4,-1.0
O=C(Cc1ccccc1)N1CCc2ccccc21,-3.3,97.0,10.3,-1.9,-1.3,-2.0,0.5,-2.7,-3.2,1.4
C[C@H](CO)N1C[C@H](C)[C@@H](CN(C)S(=O)(=O)c2ccccc2)Oc2c(NC(=O)c3ccncc3)cccc2C1=O,-3.9,100.0,-21.2,-0.3,-5.4,2.0,21.1,-10.1,2.7,-1.1
Cn1cc(CNCc2cn[nH]c2-c2ccc(F)cc2)c(-c2ccc3c(c2)OCCO3)n1,-9.5,102.0,-5.6,-1.9,-0.1,0.6,-0.5,7.6,-1.2,4.6
c1ccc(-n2nnnc2Oc2cccc3cccnc23)cc1,-1.3,102.0,-3.8,0.8,-0.4,-1.7,-1.0,10.3,27.0,-3.4
CCOC(=O)[C@@H]1[C@H]2COc3cc(OC)ccc3[C@@H]2N2C(=O)N(c3ccc(Cl)cc3)C(=O)[C@@]12C,-2.3,95.0,-13.7,1.3,0.1,-1.5,4.2,8.4,-5.3,-1.3
CCOc1ccc(NC(=O)C2=C(C)C(=O)OC23CCC(C)CC3)cc1 (configuration not stated),-7.9,108.0,17.7,3.7,-5.3,-0.6,6.0,-8.2,-1.8,1.7
O=C(Oc1cccc(/C=N/Nc2nc(N3CCOCC3)nc(N3CCOCC3)n2)c1)c1ccco1,-3.5,86.0,-8.4,0.9,-1.1,-3.9,2.0,-1.5,25.1,-0.4
COC(=O)c1ccccc1NC(=O)Nc1nnc(N2CCCCC2C)s1 (configuration not stated),-5.5,105.0,/,0.0,3.2,-3.9,-3.0,-7.9,10.3,0.9
O=C(/C=C/c1ccccc1)Nc1ccc(Br)cn1,3.8,93.0,-45.1,3.5,-1.4,11.6,-16.6,-4.9,-5.6,-2.6
CS(=O)(=O)N1CCN(c2ccccc2NC(=O)c2cc3ccccc3o2)CC1,-7.6,91.0,-8.0,-0.9,-2.4,6.7,9.2,6.0,32.8,0.6
CN(CC(=O)Nc1ccncc1)S(=O)(=O)c1ccccc1,-12.1,96.0,-28.8,-1.3,-10.3,0.6,2.1,-1.6,-4.1,2.3

Next part
compound,NOD2-RIPK2 inh,ABCB6 inh MLPCN,NCOA2 inhibitor,MC4R ag barr,ABHD5-PLIN5 inh,Glyco luc inh,MC4R antag cAMP,TLR9-MyD88 block,Cardio protect,m5-HT2A agonist
CCCN(CC(=O)Nc1ccccc1OC)C(=O)CC1CCCC1,-14.8,98.0,-13.0,-0.8,6.9,-0.3,2.8,-0.1,3.2,-6.9
O=C(c1cnn2cccnc12)N1CCN(Cc2ccc3c(c2)OCO3)CC1,2.7,93.0,-38.0,-0.4,-12.3,-0.3,5.0,-1.8,2.4,2.2
CC(=O)c1ccc(COC(=O)Cc2ccc([N+](=O)[O-])cc2)cc1,-1.2,97.0,3.5,-0.3,3.0,1.6,-4.4,-3.3,-2.2,-7.7
CCCn1c(=O)c2ccccc2n2c(SCC(=O)/C(C#N)=C(\C)N)nnc12,-1.4,100.0,12.8,0.4,-0.8,1.6,9.5,-4.7,12.4,2.9
COc1ccccc1C(OC(=O)c1cccs1)C(=O)NCc1ccco1 (configuration not stated),-0.9,99.0,9.7,-2.1,10.7,-0.1,17.4,-8.5,10.5,0.0
COCCNc1nc2ccccc2n1CC(=O)c1ccc(OC)c(OC)c1,-1.4,95.0,3.3,-1.4,-0.9,-0.9,-0.2,-10.7,-10.1,-0.6
CC1CN(Cc2nc3c(c(=O)n(C)c(=O)n3C)n2Cc2cccc(Cl)c2)CC(C)O1 (configuration not stated),-3.2,101.0,-2.2,-0.4,-3.8,3.1,3.6,-7.8,21.3,-2.5
CN(C)c1ccc(C(=O)OCC#CCSc2nnc(-c3cccc4ccccc34)o2)cc1,-5.7,85.0,-5.7,1.2,1.0,-2.8,-4.6,1.4,-1.1,-0.9
C=CCn1c(SCc2cc(=O)n3ccsc3n2)nc2cc(Cl)ccc2c1=O,4.3,91.0,-6.9,-3.5,-0.7,-1.8,2.9,0.8,43.3,1.5
Fc1ccc(NC(=S)NCCc2ccccc2)c(F)c1F,-19.6,99.0,-0.8,0.3,-3.5,-3.9,3.6,9.1,-18.9,0.5
O=C(CCCc1ccccc1)N1CCc2ccccc21,-7.4,98.0,-46.2,-1.7,-3.4,-10.8,4.2,0.6,-16.5,0.5
Cn1c(-c2ccc(Br)cc2)cnc1NCc1cccnc1,-4.1,100.0,14.2,-0.8,-0.3,0.3,4.0,-2.6,15.3,-4.6
COc1ccc(C(=O)N2CCN(C(=O)c3ccco3)CC2)cc1,0.5,96.0,2.1,3.1,7.4,0.2,-5.3,3.9,5.6,-9.3
O=C(OCCN1C(=O)c2ccccc2C1=O)c1cc(=O)[nH]c2ccccc12,-11.0,96.0,-6.6,-0.7,1.9,5.3,-7.4,-7.9,30.6,3.1
Cc1ccc(OCCSc2nnc(C)c(=O)n2N)cc1,4.5,101.0,-5.3,-1.4,-2.7,-1.7,21.4,-10.1,4.2,-4.3
ON=C1CCCCCCCC1,0.1,99.0,-0.5,-1.1,-2.2,3.5,7.3,1.7,13.0,2.4
CC(C)/C(=N/Nc1ccccc1[N+](=O)[O-])c1ccccc1,-17.5,95.0,5.9,-3.8,2.7,0.1,4.0,6.0,-11.7,4.4
O=S(=O)(Nc1ccc2c(c1)nc1n2CCOC1)c1ccc(Cl)cc1,-2.8,90.0,8.7,0.7,6.8,3.1,0.8,1.2,0.1,0.8
CCOc1ccccc1/C=N/n1c(C)nc2ccccc2c1=O,2.1,99.0,-3.2,-1.4,4.8,2.0,5.0,5.7,18.5,0.5
COc1ccccc1C(=O)Nc1nnc(SCC(=O)NCC2CCCO2)s1 (configuration not stated),-12.1,95.0,-48.5,-2.5,-1.8,-10.2,-0.5,10.5,-6.7,1.0

(more compounds)
compound,NOD2-RIPK2 inh,ABCB6 inh MLPCN,NCOA2 inhibitor,MC4R ag barr,ABHD5-PLIN5 inh,Glyco luc inh,MC4R antag cAMP,TLR9-MyD88 block,Cardio protect,m5-HT2A agonist
COc1ccc(NC(=O)c2ccccc2Sc2ccc(NC(C)=O)nc2)cc1,-9.2,99.0,-32.7,-0.3,3.7,-1.1,6.5,15.0,7.7,-0.6
O=C(CSc1nc(-c2ccccc2)cs1)Nc1cccc([N+](=O)[O-])c1,-14.6,80.0,-28.1,-0.2,-1.8,-1.7,8.7,5.2,-12.8,-1.1
CCOC(=O)CNc1nc(C(C)(C)C)nc2c1nnn2Cc1ccccc1,-4.8,87.0,-10.9,3.1,0.8,-3.9,0.6,-0.2,-12.9,-3.6
O=C(Cc1ccccc1)NNC(=S)Nc1ccccc1,-7.7,100.0,4.6,-1.3,-0.5,2.5,1.6,/,-3.6,-1.5
Cc1ccc(NC(=O)CO/N=C(\N)c2nonc2N)cc1C,2.4,101.0,6.3,-2.2,-2.8,2.1,14.3,6.9,-1.5,-3.2
Cc1cccc(NC(=O)CN2CCN(C(=O)c3cccc(-n4cnnn4)c3)CC2)c1C,-10.4,100.0,-1.9,-0.3,4.7,2.6,5.0,-7.5,-2.4,6.0
Cc1noc(/C=C/N(C)C)c1S(=O)(=O)N1CCCC(C(=O)Nc2ccc(F)cc2F)C1 (configuration not stated),-10.0,102.0,-1.5,-1.3,1.7,1.4,7.5,3.1,-8.1,2.5
O=[N+]([O-])c1c(N2CCN(CCO)CC2)nc2ccccn12,3.7,92.0,11.6,-0.1,-3.6,-1.3,10.4,2.6,-1.4,8.6
CC(C)CNC(=S)NC(=O)c1ccccc1Cl,-9.1,100.0,-28.3,-2.3,-9.9,-1.7,-2.8,0.6,-5.8,-1.9
Brc1cccc(OCCN2CCCCC2)c1,-4.9,100.0,-10.5,-0.9,-0.2,3.9,8.2,-6.8,-10.0,-0.5
Cc1ccsc1C(=O)OCC(=O)c1cc2ccccc2o1,4.9,100.0,-22.6,0.8,-8.3,-4.1,17.4,-1.8,-12.0,-9.2
CCOc1ccccc1NC(=O)CSc1ccc([N+](=O)[O-])cc1,-3.1,98.0,28.5,0.3,-0.4,-1.3,2.0,-4.1,-2.7,0.2
